HT1080 viability = cytotoxicity in HT1080 fibrosarcoma cells, cell-based, fluorescence readout (AID 620) | HT1080 viability, fluorescence; higher % means a stronger effect | cytotoxicity, % at 10 µM, or EC50 in µM where a hit was titrated | hit rate 0.42% among 87,000;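 further: cells exposed to compound overnight then 4 h with Alamar Blue; 0% = vehicle DMSO and 100% = killing control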
Bfl-1 inhibitors = displacement of Bid BH3 peptide from Bfl-1 – biochemical, fluorescence polarization, FITC-Bid, mouse, primary screen (AID 432); FITC-Bid BH3 peptide fluorescence polarization displacement; higher % means a stronger effect; one-dose displacement, % at 20 µM; IC50 in µM for titrated hits; hit rate 0.02% among 64,000; in the data active means a potency from the dose series; inactive means the rest, 99 in 100 with displacement below about 15%; further: strong numbers were not always called active
HPDE-C7K KRASV12 = viability loss of HPDE-C7K cells – cell-based, fluorescence, HTS, primary screen (AID 431). cytotoxicity, % at 10 µM, or EC50 in µM where a hit was titrated. HPDE-C7K KRASV12 cells, Alamar Blue viability, 48 h; higher % means a stronger effect. hit rate 1.7% among 63,000;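 active means compounds whose percent cytotoxicity in the single-dose primary screen, scaled between solvent and toxic-drug controls, exceeds 50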;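 further: 0% = DMSO solvent wells and 100% = doxorubicin-treated wells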
Spn DPM-DC inh = inhibitors of Streptococcus pneumoniae diphosphomevalonate decarboxylase | purified DPM-DC, PK/LDH coupled NADH fluorescence | calls only at 10 µM | hit rate 0.49% among 65,000 | AID 556;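 active means the 320 compounds with the highest percent inhibition in the single-dose primary screen, excluding strongly autofluorescent ones, cut at about 32% in these data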;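 further: kinetic rate of NADH fluorescence loss reporting ADP formed by the decarboxylase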
TNAP inhibition = human TNAP enzyme inhibitors, biochemical, luminescent (AID 518) | hit rate 0.09% among 64,000 | inhibition, % at 20 µM; hits with a dose series show IC50 in µM | purified TNAP enzyme, luminescent substrate readout; higher % means a stronger effect; in the data active means a potency from the dose series; inactive means the rest, 99 in 100 with inhibition below about 22%;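 further: plate controls were vehicle for no effect and reference inhibitor for full effect; many of its hits are not listed in these tables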
LYP phosphatase = inhibition of human PTPN22 tyrosine phosphatase – biochemical, DiFMUP fluorescence, recombinant catalytic domain, 10 µM, primary screen (AID 606); recombinant LYP catalytic domain, DiFMUP fluorescence; higher % means a stronger effect; 52,000 tested, under 10 active; inhibition, % at 10 µM, or IC50 in µM where a hit was titrated;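 active means IC50 under 40 µM in the dose-response test; inactive means IC50 of 40 µM or more, or never dose-tested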
HPDE-C7 viability = cytotoxicity in HPDE-C7 cells, cell-based, fluorescence, HTS (AID 430). HPDE-C7 pancreatic duct cells viability, fluorescence; higher % means a stronger effect. cytotoxicity, % at 10 µM; hits with a dose series show EC50 in µM. hit rate 1.8% among 63,000;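 further: cells exposed to compound for 48 hours before viability readout; 0% = vehicle and 100% = reference cytotoxic drug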
MK inhibit = inhibitors of Streptococcus pneumoniae mevalonate kinase; hit rate 0.48% among 65,000; purified MK, PK/LDH-coupled NADH absorbance 340 nm; AID 555; inhibition, % at 10 µM;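 active means ranked among the strongest by inhibition in the single 10 µM screen, a fixed top-ranked set picked for dose follow-up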; further: no value below 0 was filed
PMK inhibit = blocks S. pneumoniae phosphomevalonate kinase; AID 539; purified PMK, PK/LDH-coupled NADH absorbance 340 nm; hit rate 0.49% among 65,000; inhibition, % at 10 µM;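 active means top-ranked compounds by inhibition in the single 10 µM screen, taking a fixed number of the strongest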;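 further: 0% = full reaction with DMSO carrier and 100% = background rate without enzyme reaction; no value below 0 was filed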
PMK inhibit pilot replicates = also measured in PMK inhibit; calls as there; inhibition, %; measured here: pilot screen replicates
MK inhibit pilot replicates = recorded beside MK inhibit, whose call it bears; inhibition, %; measured here: pilot screen replicates
Spn DPM-DC inh pilot screen % = also measured in Spn DPM-DC inh; calls as there; inhibition, %; measured here: pilot screen trials
* marks the source's active call; other numbers are inactive results; i = inactive; . = no result given. Unless noted, no stated cut-off is given here; in the data, active means cytotoxicity above about 50%; inactive means the rest. Hits appear at their usual frequency. About 3.5% of those tested had a hit in this group.

SMILES	HT1080 viability	Bfl-1 inhibitors	HPDE-C7K KRASV12	Spn DPM-DC inh	TNAP inhibition	LYP phosphatase	HPDE-C7 viability	MK inhibit	PMK inhibit	others
O=C(c1cc(-c2cccc(O)c2)on1)N1CCN(C(c2ccccc2)c2ccccc2)CC1	4.5%	-3.8%	44.7%	i	22.4%	7.5%	41.3%	11.0	5.0	PMK inhibit pilot replicates=4.5;MK inhibit pilot replicates=1.5;Spn DPM-DC inh pilot screen %=0.5
Cc1cccc(OCc2nnc(SCc3nc4ccccc4c(=O)[nH]3)o2)c1	4.2%	-2.8%	-10.0%	i	-7.8%	3.5%	2.3%	17.0	5.0
CCN1C(=O)/C(=C/N2CCc3ccccc32)SC1=S	5.1%	-62.9%	14.0%	i	13.7%	-0.8%	12.4%	10.0	10.0	PMK inhibit pilot replicates=3.0;MK inhibit pilot replicates=1.5;Spn DPM-DC inh pilot screen %=0.0
Cc1cc(Cl)cc(C)c1OCCCCn1ccnc1	-1.9%	-11.4%	3.4%	i	3.8%	13.4%	-7.7%	3.0	13.0
CC1(C)CC(=O)c2cnc(NC(=O)CSc3nc4ccccc4o3)nc2C1	-2.4%	1.9%	-6.3%	i	12.0%	.	-36.5%	6.0	1.0	PMK inhibit pilot replicates=0.0;MK inhibit pilot replicates=4.5;Spn DPM-DC inh pilot screen %=0.0
CCCCn1c(SCN2C(=O)c3ccccc3C2=O)nc2cc(S(N)(=O)=O)ccc21	2.3%	-6.7%	-14.9%	i	12.7%	-3.0%	-30.1%	5.0	19.0
CC1=CC(C)=Nc2ccc(C)cc2N1	-1.6%	2.2%	-8.7%	i	5.3%	13.3%	-7.4%	7.0	12.0
O=C(Nc1cnn(Cc2ccc(Cl)cc2)c1)C1CCCC1	5.7%	-1.8%	-4.8%	i	7.9%	14.9%	-9.7%	0.0	10.0
CCC(=O)Nc1ccc(C(=O)Nc2ccc3c(c2)C(=O)N(CC2CCCO2)C3=O)cc1 (stereo not drawn)	2.0%	0.2%	-1.4%	i	6.8%	2.0%	-5.4%	3.0	0.0
COc1ccccc1S(=O)Cc1ccc(C(=O)NC2CCCC2)o1 (stereo not drawn)	-4.9%	7.0%	-10.1%	i	2.2%	6.2%	-13.2%	0.0	2.0

Overlap with the part before: two compounds, followed by the next part.
SMILES	HT1080 viability	Bfl-1 inhibitors	HPDE-C7K KRASV12	Spn DPM-DC inh	TNAP inhibition	LYP phosphatase	HPDE-C7 viability	MK inhibit	PMK inhibit	others
CCC(=O)Nc1ccc(C(=O)Nc2ccc3c(c2)C(=O)N(CC2CCCO2)C3=O)cc1 (stereo not drawn)	2.0%	0.2%	-1.4%	i	6.8%	2.0%	-5.4%	3.0	0.0
COc1ccccc1S(=O)Cc1ccc(C(=O)NC2CCCC2)o1 (stereo not drawn)	-4.9%	7.0%	-10.1%	i	2.2%	6.2%	-13.2%	0.0	2.0
O=C(Cn1nnc(-c2ccc(S(=O)(=O)N3CCCC3)cc2)n1)NCC1CCCO1 (stereo not drawn)	-1.1%	-1.6%	8.1%	i	16.6%	.	-8.5%	4.0	14.0	PMK inhibit pilot replicates=0.5;MK inhibit pilot replicates=0.5;Spn DPM-DC inh pilot screen %=0.5
CN(C)c1nc(N)nc(CSc2ncc(Cl)cc2Cl)n1	-0.5%	-3.3%	-11.8%	i	13.9%	15.4%	-0.7%	8.0	4.0
Cc1nnc(N(C)C(=O)Cc2ccc3c(c2)OCO3)s1	6.9%	-3.2%	-16.0%	i	8.8%	9.9%	-21.8%	0.0	20.0	PMK inhibit pilot replicates=0.0;MK inhibit pilot replicates=0.0;Spn DPM-DC inh pilot screen %=0.5
Cn1c(=O)c2c(nc(CN3CCN(C(=O)c4ccco4)CC3)n2Cc2ccc(Cl)cc2)n(C)c1=O	4.9%	-3.9%	4.9%	i	15.9%	7.4%	0.4%	4.0	13.0
CCC1(NC(C)=O)CC2CC1CC2NC(C)=O (stereo not drawn)	-1.6%	6.5%	15.4%	i	8.6%	2.8%	7.4%	7.0	9.0	PMK inhibit pilot replicates=0.0;MK inhibit pilot replicates=0.0;Spn DPM-DC inh pilot screen %=0.0
COc1ccccc1CCNC(=O)CSc1nc(-c2ccco2)cc(C(F)(F)F)n1	-2.8%	12.2%	-2.7%	i	6.8%	10.6%	-9.3%	5.0	0.0
Cc1nn(Cc2ccc(Br)cc2)c(C)c1NC(=O)c1nn(C)cc1Cl	-1.2%	-3.0%	8.3%	i	3.6%	.	5.2%	11.0	3.0
O=C(COC(=O)c1ccc[nH]c1=O)NC1CCCC1	-0.7%	2.8%	-2.5%	i	2.2%	-1.9%	-4.7%	0.0	0.0
c1ccc(-n2nnc3c(N4CCOCC4)ncnc32)cc1	31.3%	-3.9%	-9.0%	i	7.7%	.	-10.9%	10.0	14.0
COC(=O)C1(C)NC(=O)c2ccccc2N1 (stereo not drawn)	2.5%	2.8%	3.0%	.	6.1%	-1.0%	9.6%	5.0	2.0
O=C(NCC1COc2ccccc2O1)C1CCCN(S(=O)(=O)c2cccc3cccnc23)C1 (stereo not drawn)	0.2%	0.4%	8.1%	i	9.0%	1.0%	0.4%	6.0	8.0
COc1ccccc1NC(=O)Cn1nc(C(F)(F)F)c2c1CCCC2	-0.3%	-8.3%	0.4%	i	9.9%	.	-10.6%	2.0	10.0
COC(=O)Nc1sc2c(c1C(N)=O)CCCCCC2	-4.8%	7.2%	7.4%	i	15.8%	14.3%	7.3%	13.0	0.0	PMK inhibit pilot replicates=6.5;MK inhibit pilot replicates=0.5;Spn DPM-DC inh pilot screen %=1.5
O=C(CCN1CCN(c2ccccc2F)CC1)c1ccc(Br)cc1	39.3%	1.4%	8.84µM*	i	7.2%	4.6%	7.29µM*	12.0	13.0
CCCc1cc(=O)oc2cc3occ(C)c3cc12	6.8%	2.1%	-0.4%	.	5.6%	-3.8%	-11.7%	9.0	19.0
O=C(O)c1ccccc1C(=O)N1CC=C(c2ccccc2)CC1	-2.9%	-0.9%	-1.0%	i	9.0%	-7.0%	0.3%	4.0	9.0
COc1ccccc1NC(=O)c1ccccc1NS(C)(=O)=O	1.3%	-7.3%	5.3%	i	3.6%	-13.5%	-0.6%	0.0	6.0
O=C1c2ccccc2C(Nc2ccc(Cl)cn2)N1c1cccnc1 (stereo not drawn)	2.9%	2.1%	2.7%	i	15.1%	0.2%	6.6%	1.0	7.0
CCOc1ccc(NC(=O)c2nccnc2CO)cc1	2.2%	-0.2%	-1.8%	i	1.1%	13.3%	0.0%	0.0	10.0
Cc1cc(C)n(CCc2nc3c4ccccc4nc(SCc4ccc(C#N)cc4)n3n2)n1	2.9%	-3.1%	-1.2%	i	11.3%	3.7%	1.6%	2.0	10.0
CCC(C)(C)n1nnnc1C(c1ccc(C)cc1)N1CCN(Cc2cccnc2)CC1 (stereo not drawn)	0.6%	8.4%	-32.0%	i	8.5%	.	-6.5%	8.0	11.0
COc1cccc(C(=O)N2CCN(C3CCC(c4ccccc4)CC3)CC2)c1 (stereo not drawn)	-4.2%	-4.2%	-14.7%	i	5.8%	.	-6.9%	0.0	6.0
CN1CCN(c2oc(-c3cccs3)nc2S(=O)(=O)c2ccccc2)CC1	-9.4%	-5.1%	-5.9%	i	8.1%	9.8%	-12.2%	3.0	0.0
Cc1ccc2nc(NC(=O)CCNS(=O)(=O)c3cccs3)sc2c1	4.5%	-7.2%	-9.7%	i	15.5%	.	-11.9%	11.0	8.0
CCOC(=O)Cn1cc(C(=O)c2ccco2)c2ccccc21	4.3%	-1.3%	3.3%	i	11.4%	6.3%	5.3%	6.0	13.0
O=C(c1ccc(NS(=O)(=O)c2ccccc2)cc1)N1CCN(Cc2ccc3c(c2)OCO3)CC1	-1.6%	-2.1%	-5.9%	i	7.9%	2.4%	-13.9%	1.0	9.0
CCOC(=O)c1sc(NC(=O)CSc2ncn(-c3ccccc3)n2)nc1C	6.0%	-3.0%	76.1%*	i	17.3%	.	70.4%*	1.0	11.0	PMK inhibit pilot replicates=1.5;MK inhibit pilot replicates=0.0;Spn DPM-DC inh pilot screen %=5.0
O=C(c1cc(S(=O)(=O)N2CCCCC2)c(Cl)cc1N1CCOCC1)N1CCOCC1	0.3%	-4.2%	-16.4%	i	6.1%	16.3%	-5.8%	4.0	0.0
CCOC(=O)C(NC(=O)c1ccccc1)(N1CCCC1=O)C(F)(F)F (stereo not drawn)	5.1%	1.0%	-24.4%	i	9.9%	12.8%	-37.4%	9.0	9.0
Cn1c(=O)oc2ccc(C(=O)CSc3nnnn3-c3ccccc3)cc21	-27.0%	9.5%	6.8%	i	3.5%	16.9%	1.2%	9.0	13.0
O=C(CCC(=O)N1CCN(C2CCCCC2)CC1)Nc1nnc(C(F)(F)F)s1	-17.6%	-8.1%	39.3%	i	13.9%	10.0%	16.0%	9.0	0.0
CCCc1[nH]nc2c1C(c1cccc(OC(=O)c3ccco3)c1)C(C#N)=C(N)O2 (stereo not drawn)	-2.9%	-2.9%	-9.0%	i	3.5%	9.0%	10.3%	5.0	9.0	PMK inhibit pilot replicates=0.0;MK inhibit pilot replicates=0.0;Spn DPM-DC inh pilot screen %=0.0
CCC(C)c1ccc2oc(-c3ccc(NC(=O)c4ncn[nH]4)cc3)nc2c1 (stereo not drawn)	2.8%	-5.6%	21.9%	.	7.0%	-1.6%	24.6%	11.0	0.0
O=C(NCC12CC3CC(CC(C3)C1)C2)c1cc2n(n1)C(C(F)(F)F)CC(c1ccco1)N2 (stereo not drawn)	0.7%	-9.0%	6.4%	i	1.2%	8.0%	45.6%	0.0	10.0
CCOC(=O)N1CCN(C(=O)CSCC(=O)Nc2nc(-c3ccc(OC)cc3)cs2)CC1	4.7%	-5.7%	-5.4%	i	14.6%	6.3%	-3.3%	7.0	22.0	PMK inhibit pilot replicates=0.0;MK inhibit pilot replicates=0.0;Spn DPM-DC inh pilot screen %=0.0
O=C(Cc1c(C(=O)O)[nH]c2ccccc12)NCCN1CCN(c2ccccc2F)CC1	0.6%	2.5%	-5.1%	i	9.8%	.	-27.0%	9.0	0.0
COc1ccc(-c2nc(C#N)c(N3CCN(c4ccccc4)CC3)o2)cc1	4.2%	-3.6%	19.6%	i	12.0%	6.1%	18.0%	10.0	6.0	PMK inhibit pilot replicates=5.0;MK inhibit pilot replicates=4.5;Spn DPM-DC inh pilot screen %=17.0
Cc1cc(NC(=O)C2CC(=O)OC2c2ccccc2)no1 (stereo not drawn)	10.6%	-0.5%	4.3%	i	-4.5%	-5.8%	-3.1%	0.0	8.0
Cc1ccc(Nc2nc(N)nc(CN3CCN(Cc4ccc5c(c4)OCO5)CC3)n2)c(C)c1	1.5%	-7.5%	-5.2%	i	9.5%	0.7%	-18.6%	6.0	7.0

High-throughput results as filed in PubChem BioAssay.
